# Screens as filed in PubChem.
# Shiga toxin inh – Shiga toxin inhibition; inhibition, % at 38.7 µM; AID 2315; Vero cells, Shiga toxin protein synthesis inhibition reporter; hit rate 9.2% among 290,000; in the data active means inhibition mostly above about 28%, no sharp cut-off; inactive means mostly below about 43%; further: 0% is about no effect
# Cycloheximide cs – affects cycloheximide protein synthesis inhibition readout, counter-screen. max response, %. cell reporter, cycloheximide protein synthesis inhibition counterscreen. AID 2314. hit rate 12% among 300,000; in the data active means max response mostly above about 13%, no sharp cut-off; inactive means mostly below about 14%; further: read at 38.3 µM for the half of the compounds with a filed dose; 0% is about no effect
# HCV inh – HCV inhibition | Potency, µM (highest dose often 41.8 µM), without a hit: at the highest dose activity change, negative = inhibition, usual class: inhibitors | AID 651820 | hit rate 3.4% among 340,000 | Huh7.5.1 HCVcc-Cre infection, luciferase reporter, 44 h; further: potency means the concentration at half of the fitted maximal effect; on the % scale 0 is the no-effect control and ±100 the full control effect
#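 1,000 cells/well; 4 h culture; + compound; + HCVcc-Cre (~0.5 moi); 44 h; luciferase substrate, RT 15 min; read 15 sec.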
# Pf growth 96h – P. falciparum growth inhibition at 96 hours; hit rate 6.9% among 320,000; P. falciparum luciferase reporter growth, 96 h; Potency, µM (titrated, usually from 28.7 µM), for inactives: top-dose activity change, negative = inhibition, most hits filed as inhibitors; further: potency means the concentration at half of the fitted maximal effect; on the % scale 0 is the no-effect control and ±100 the full control effect
#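 Delayed-death screen, second-generation endpoint: infected erythrocytes, 2% hematocrit, 0.05% parasitemia final; 96 hours at 37 C, 5% CO2; luciferase detection reagent; luminescence decrease equals reduced growth.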
# Pf growth 48h – inhibits P. falciparum growth in the first generation, 48 h | Potency, µM (doses to about 28.7 µM), without a hit: at the highest dose activity change, negative = inhibition, actives largely listed as inhibitors | AID 504832 | P. falciparum luciferase growth in erythrocytes, 48 h | hit rate 5.9% among 310,000; further: potency means the concentration at half of the fitted maximal effect; on the % scale 0 is the no-effect control and ±100 the full control effect
#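 Growth was read as firefly luciferase luminescence after a 48 h, 37 C, 5% CO2 exposure of compounds to reporter-bearing P. falciparum cultures (0.1% parasitemia, 2% hematocrit final) in Albumax-supplemented RPMI 1640.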
# Tb PYK inh – blocks Trypanosoma brucei pyruvate kinase | Q57TT1 | TbPYK enzyme, Kinase-Glo Plus ATP luminescence, 45 min | Potency, µM (titrated, usually from 76.8 µM), for inactives: at the highest dose activity, negative = inhibition, usual class: inhibitors | hit rate 0.12% among 410,000 | AID 624173; further: potency means the concentration at half of the fitted maximal effect; on the % scale 0 is the no-effect control and ±100 the full control effect; nearly all actives have a fitted effect of over 50% in size
#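 Enzyme and substrate buffer are dispensed first and compound is pin-transferred. ADP at 130 uM final then starts the reaction, which runs 45 min at room temperature. Detection reagent is added for 10 min before luminescence is imaged.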
# LmPK inhibitor – blocks Leishmania mexicana pyruvate kinase activity | Q27686 | purified LmPK, Kinase-Glo ATP luminescence, 1 h | Potency, µM (doses to about 57.5 µM), for the others: at the top dose activity change, negative = inhibition, usual class: inhibitors | hit rate 0.37% among 290,000; further: potency means the concentration at half of the fitted maximal effect; on the % scale 0 is the no-effect control and ±100 the full control effect
# Target sequence (Q27686 whole entry, looked up): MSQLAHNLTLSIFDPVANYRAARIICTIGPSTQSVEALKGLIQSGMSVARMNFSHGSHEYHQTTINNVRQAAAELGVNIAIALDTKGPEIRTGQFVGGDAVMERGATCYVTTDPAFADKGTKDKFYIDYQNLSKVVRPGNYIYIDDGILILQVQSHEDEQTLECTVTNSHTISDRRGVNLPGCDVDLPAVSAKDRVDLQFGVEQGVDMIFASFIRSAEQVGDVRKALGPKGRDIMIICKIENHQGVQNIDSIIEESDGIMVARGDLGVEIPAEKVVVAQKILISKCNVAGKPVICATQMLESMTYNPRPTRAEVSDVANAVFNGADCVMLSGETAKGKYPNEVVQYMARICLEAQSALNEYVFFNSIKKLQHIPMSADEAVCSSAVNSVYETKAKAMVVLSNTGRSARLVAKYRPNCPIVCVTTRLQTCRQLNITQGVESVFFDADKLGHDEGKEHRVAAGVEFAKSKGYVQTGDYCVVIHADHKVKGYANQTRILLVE
#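 In 50 mM imidazole pH 7.2 with 7 mM MgCl2, LmPK (0.1 nM) turned over PEP (0.5 mM) and ADP (0.1 mM) for 1 h at room temperature. Luciferase read-out of ATP.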
# Active calls of the source: *; ? = inconclusive; / = not tested or not shown; & = joins results of further samples; [ ] = remark or other dose. Unless noted, the call rests on the fitted dose curve; in most records, active means well fitted curve in the direction sought with a large enough effect; inconclusive means small, poorly fitted or top-dose-only effect, or another doubt; inactive means no such curve, though single readings can be large; an effect the other way counts as inactive or inconclusive. Compounds as they come, and some 24% of all compounds hit somewhere here.
SMILES,Shiga toxin inh,Cycloheximide cs,HCV inh,Pf growth 96h,Pf growth 48h,Tb PYK inh,LmPK inhibitor
Cc1ccc(CSc2nn3c(=O)c(C)nnc3s2)cc1,-5,-6,2%,?,8.3µM*,6%,-1%
COc1ccc(-n2c(SCC(=O)Nc3cc(C)on3)nc3ccccc3c2=O)cc1Cl,18,0,?,?,0%,4%,1%
O=S(=O)(NN1CCOCC1)c1ccc(Br)s1,-9,5,21%,?,?,2%,-7%
COc1ccc(Oc2ccc(N/C=C3/CCCC3=O)cc2)cc1,-26,13,?,75%[activator],?,20%,-2%
CCN(CC)S(=O)(=O)c1cccc(C(=O)Oc2cccc(NC(=O)c3cccs3)c2)c1,-5,25*,1%,24%,22%,-1%,1%
Cc1cc(Br)ccc1NC(=O)CN(C)C(=O)CSCc1ccccc1,/,/,13%,1%,8%,3%,/
CC(=O)N(Cc1cccnc1)Cc1cc2ccc(C)cc2[nH]c1=O,16,-1,22%,-12%,9%,2%,3%
CN(Cc1cccc2cnccc12)C(=O)c1cc(COc2ccc(F)cc2F)on1,-7,-1,8.9µM*,3%,?,-5%,-2%
O=[n+]1cc(-c2ccc(Cl)cc2)n([O-])c2c1CCC2,-8,1,13%,8%,3%,1%,-3%
Cc1ccc(C(C(=O)NC2CCCCC2)N(C(=O)Cc2c[nH]c3ccccc23)c2ccccc2)o1 (configuration not stated),-1,-2,-10%,?,9.3µM*,-1%,0%
CCC(NC(=S)NC1CCCCC1)c1ccc(C(C)C)cc1 (configuration not stated),4,-3,/,3.3µM*,8.3µM*,/,8%
N#Cc1c(/N=C/c2ccc(O)cc2O)sc2c1C1CCN2CC1,17,9.9*,8%,7%,-18%,-7%,-7%
CCCC1(c2ccccc2)NC(=O)N(CC(=O)Nc2sc(-c3ccccc3)cc2C(=O)OCC)C1=O (configuration not stated),15,7,-14%,/,?,-2%,12%
Cc1ccc2nc3c(c(Nc4ccc(O)cc4)c2c1)CCC3,21,2,?,-87%,2.3µM*,2%,-2%
CN(CC(=O)Nc1cccnc1)S(=O)(=O)c1cc(Cl)ccc1Cl,-3,-1,?,?,-12%,3%,2%
Cn1cc(CCCC(=O)NCc2ccc(F)cc2)c2ccccc21,3,-4,-15%,2.1µM*,?,-3%&3%,2%
COc1ccc(C2CC(C(F)(F)F)n3ncc(C(=O)Nc4cccc(O)c4)c3N2)cc1OC (configuration not stated),-8,8,?,/,10µM*,0%,2%
CCOP(=S)(OCC)Oc1cc(C)nc(C(C)C)n1,/,/,-13%,-2%,-2%,-16%&-2%,/
COc1cccc(NC(=S)NC2CC3CCCC(C2)N3CC(C)C)c1 (configuration not stated),9,1,-4%,32%[activator],-19%,-7%,3%
COc1cccc(/C=N/n2c(-c3ccco3)nc3ccccc3c2=O)c1,145*,54*,?,/,30%[activator],-1%,2%
Cc1ccc(CNC(=O)CSc2nc3c(sc4ccccc43)c(=O)n2CCCN2CCCC2)cc1,-21,-14,?,25%,10µM*,4%,-1%
CCCN(CCC)C(=O)Cn1c(=O)n(CCC(=O)NCCc2ccccc2)c(=O)c2ccccc21,-4,-1,1%,9.3µM*,/,1%,0%
CCOC(=O)N1CCN(C(=O)COC(=O)c2ccccc2NCCO)CC1,/,/,?,-5%,0%,-3%,/
Cc1ccc(C2/C(=C(\O)c3ccc4c(c3)OCCO4)C(=O)C(=O)N2CC2CCCO2)cc1 (configuration not stated),-8,5,20%,?,7%,-6%,-8%
CC(C)(C)[C@H]1C=C(C(=O)N2CCOCC2)O[C@@H](OCc2ccc(CO)cc2)C1,-19,-2,9%,3%,16%,-5%,-3%
CC(C)COc1cccc(C(=O)N(CC(=O)Nc2ccccc2C(F)(F)F)Cc2ccco2)c1,/,/,?,?,?,4%,/
CN(C)c1nc(NS(=O)(=O)c2ccc(Cl)cc2)nc(N(C)C)n1,-2,-6,5%,-9%,-3%,-17%,5%
CCOC(=O)c1ccc(NC(=O)c2sc3nc(N4CCOCC4)c4c(c3c2N)CCCC4)cc1,-5,-8,-18%,?,-8%,?,-6%
Cc1ccc(NC(=O)N2CCN(c3ncccc3C(F)(F)F)CC2)cc1,26,15*,?,13µM*,8.3µM*,-7%,-1%
O=C(Cn1c(=O)n(CC2CCCO2)c(=O)c2ccccc21)c1ccc(Cl)c(Cl)c1 (configuration not stated),9,-3,9%,255%[activator],-23%,-7%,-3%

# Brought forward from above: 5 compounds, then new ones.
SMILES,Shiga toxin inh,Cycloheximide cs,HCV inh,Pf growth 96h,Pf growth 48h,Tb PYK inh,LmPK inhibitor
CC(C)COc1cccc(C(=O)N(CC(=O)Nc2ccccc2C(F)(F)F)Cc2ccco2)c1,/,/,?,?,?,4%,/
CN(C)c1nc(NS(=O)(=O)c2ccc(Cl)cc2)nc(N(C)C)n1,-2,-6,5%,-9%,-3%,-17%,5%
CCOC(=O)c1ccc(NC(=O)c2sc3nc(N4CCOCC4)c4c(c3c2N)CCCC4)cc1,-5,-8,-18%,?,-8%,?,-6%
Cc1ccc(NC(=O)N2CCN(c3ncccc3C(F)(F)F)CC2)cc1,26,15*,?,13µM*,8.3µM*,-7%,-1%
O=C(Cn1c(=O)n(CC2CCCO2)c(=O)c2ccccc21)c1ccc(Cl)c(Cl)c1 (configuration not stated),9,-3,9%,255%[activator],-23%,-7%,-3%
COc1ccc(NC(=O)n2ncc3c(C)cccc32)cc1,128*,59*,-28%,24%,114%[activator],-5%,-2%
CCO[C@@H]1OC(C(=O)N2CCOCC2)=C[C@H](c2cn(C(C)=O)c3ccccc23)[C@H]1CCCO,-11,8,43%[activator],40%[activator],6%,-4%,7%
Cc1ccc2cc(CN(CCO)Cc3nnnn3Cc3ccc(F)cc3)c(=O)[nH]c2c1,12,6,-1%,-8%,31%[activator],-6%,1%
O=C(/C(=C/O)N=Nc1ccccc1)c1ccc(Cl)cc1,-4,7,?,35%[activator],-3%,3%,1%
O=C(CSc1ncnc2c1oc1ccccc12)Nc1ccccc1C(F)(F)F,-2,-1,0%,-11%,-3%,-4%,-1%
S=C(Nc1ccccc1Cl)NC1CCCCCC1,63*,18*,-14%,0%,-18%,0%,1%
COC(=O)c1c(CSc2ccc(Cl)cc2)noc1C(=O)NCc1ccco1,12,-1,-26%,-1%,6%,7%,4%
O=S(=O)(c1ccc(NCC2CCCCC2)nc1)N1CCOCC1,-6,-3,15%,17%,-6%,-11%,4%
O=C1NC(=O)N(CCC2=CCCCC2)C(=O)/C1=C/c1ccc(O)cc1,-3,10,12%,0%,-15%,-11%,2%
c1cncc(Nc2nc(-c3cccnc3)cs2)c1,21,12,?,/,0%,3%,3%
COc1ccc(S(=O)(=O)NC(C)C(=O)N2CCCC2)cc1C (configuration not stated),-5,1,7%,?,18%,4%,1%
COc1ccc(CNC(=O)C2CCC(CNc3c(N4CCOCC4)c(=O)c3=O)CC2)cc1 (configuration not stated),-5,-4,5%&11%,?,/,2%&-6%,1%
COc1cccc(CNC(=O)Cn2ccc3cc(S(=O)(=O)N4CCCCCC4)ccc32)c1,-4,-2,13µM*,-22%,-30%,0%,10%
CCN(CC)CCNC(=O)C(=O)NCC1OCCN1S(=O)(=O)c1ccc([N+](=O)[O-])cc1 (configuration not stated),-7,-5,6%,1%,-1%,-3%,3%
CCOC(=O)CN(C(=O)CSc1nnc(CNc2ccc(F)cc2)n1CC)c1ccc(F)cc1,19,-1,-2%,/,?,-6%,6%
Cc1ccc(-n2nc(C)c(NC(=O)COC(=O)c3ccccc3NCCO)c2C)cc1,/,/,?,-8%,-23%,0%,/
Cn1cc(CN2CC3C[C@@H]4CC2C[C@H](C3)C4)c(-c2ccc3c(c2)OCCO3)n1,22,16,1%,12µM*,-20%,-22%,-1%
O=C(CSc1n[nH]c(-c2ccccc2)n1)Nc1ccc(F)cc1F,8,10,7%,-21%,-4%,0%,-7%
O=C(COc1ccccc1F)NNC(=O)c1cccc(-n2cccc2)c1,-7,-3,14%,45%[activator],7%,0%,0%
CCOC(=O)Cc1csc(NC(=O)c2c(O)c3ccccc3n(C)c2=O)n1,17,-4,/,3%,1%,/,5%
CCC(C)CCN1CCN=C1Nc1ccccc1 (configuration not stated),/,/,3%,43%[activator],0%,-1%,/
CC(C)[C@H](NC(=O)NC1CCN(Cc2ccccc2)CC1)C(=O)O,-11,-3,14%,-1%,?,3%,1%
Cc1ccc(S(=O)(=O)N2CCN(Cc3csc(C)n3)CC2)cc1,-9,-1,19%,32%[activator],14%,4%,-9%
NS(=O)(=O)c1ccc(CCNC(=O)COC(=O)Cc2c(F)cccc2Cl)cc1,17,-1,11%,2%,0%,-13%,-8%
Cc1c(NC(=S)NC(=O)c2cccc([N+](=O)[O-])c2)c(=O)n(-c2ccccc2)n1C,10,-10,6%,-33%,5%,7%,-11%
COc1ccc(N(C(=O)c2cccnc2)S(=O)(=O)c2ccc(OC)c(OC)c2)cc1,-8,1,0%,?,8%,1%,-5%
Cc1ccc(OCCn2cc(/C=C(\C#N)C(=O)NCC3CCCO3)c3ccccc32)cc1C (configuration not stated),11,10,?,?,?,-4%,0%
Cc1ccccc1CCN(C(=O)c1csnn1)C(C(=O)NC1CCCC1)c1ccncc1 (configuration not stated),12,7,12%,-16%,?,7%,-5%
CC(=O)c1c(C(C)=O)c(C)n(-c2cccc([N+](=O)[O-])c2)c1C,-2,-3,-8%,9.3µM*,-4%,3%,-5%
O=C(O)CCC(=O)Nc1ccccc1Oc1ccccc1,-8,-1,18%,-4%,4%,-10%,0%
CC(C)c1ccc(OCC(=O)Nc2cccc3c2CCCC3)cc1,-14,9,-13%,30%[activator],0%,-5%,-8%
Cc1n[nH]c(=S)n1/N=C/c1ccc(Br)o1,-5,-1,12%,11%,3%,?,7%
COc1cc(OC)cc(-c2cc3nc(C)cc(N4CCN(C(=O)c5ccco5)CC4)n3n2)c1,-20,-4,/,1.9µM*,/,/,1%
COc1cc(NC(=O)COc2cc(O)c3c(c2)OC(C)(C)CC3=O)cc(OC)c1OC,-3,-3,0.32µM*,4.1µM*,?,0%,-4%
CC1CCc2c(sc(NC(=O)Cn3nc(C(F)(F)F)c4c3CCCCC4)c2C#N)C1 (configuration not stated),12,10,-42%,83%[activator],44%[activator],3%,0%
Cc1ccc2c(c1)c1c(n2CC(O)Cn2ccnc2C)C(=O)CCC1 (configuration not stated),-1,-4,-28%,0%,?,2%,7%
CC1(C)CC(=O)C2=C(C1)OC(N)=C(C#N)C2c1ccc2c(c1)OCO2 (configuration not stated),-2,-1,-10%,?,-15%,5%,-10%
COc1ccc(CNC(=O)c2cccc(NC3=NC4CS(=O)(=O)CC4S3)c2)cc1 (configuration not stated),1,-3,22%,11%,-3%,-2%,-5%
CC(C)CNC(=O)COc1ncnc2ccccc12,-16,-1,-5%,/,21%,2%,-6%
CC(OC(=O)c1cc(=O)[nH]c2ccccc12)c1ccccc1 (configuration not stated),70*,32*,2%,/,12%,-1%,1%
Cc1sc2nc(COC(=O)Cc3ccccc3)[nH]c(=O)c2c1C,-11,-2,-14%,-1%,/,6%,13%
